From PubChem
MT stabilize HCS: microtubule stabilization, imaging screen; % tubulin-high responders, % at 10 µM; 200,000 compounds, 0.83% hits; HeLa tubulin immunostaining HCS, 24 h; share of cells brighter than vehicle mean+2SD; AID 2205;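 active = plate Z-score above 3 for both tubulin-high and condensed-nucleus cell shares, with cell loss under 80%, at 10 µM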;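 note: anti alpha tubulin signal scored within the nucleus-defined area of each cell; some results filed as inactive read as strong as hits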
Autophagy mod: autophagy modulation, high-content screen. MEF GFP-LC3 puncta imaging; test concentration mostly 10 µM. calls only at 10 µM (by protocol). 190,000 compounds, 0.98% hits. AID 463193;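 active = percentage of spot-positive cells more than 3 SD above its plate mean, without a fluorescence outlier flag or 80% toxicity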;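 note: spot-positive cell cutoff set from DMSO-treated cells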
Hep lipid drop: hepatic lipid droplet formation modulation. AID 1656. inhibition, % at 6.5 µM. 240,000 compounds, 0.4% hits. AML12 mouse hepatocytes, oleate lipid droplets, BODIPY imaging;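 active = lipid droplet intensity inhibited by at least 50%, with more than 500 cells counted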
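Technique: fluorescence imaging, 20x objective, two fields per well / Assay system: AML12 hepatocytes (mouse) / Measure: % inhibition of lipid droplet signal / Doses: 6.5 µM single-point dosing / Incubation: overnight exposure / Reagent: 100 µM oleic acid challenge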
XIAP displacement: small molecules displacing peptide from XIAP – biochemical, IAP family, fluorescence polarization (AID 1018). XIAP BIR domain, fluorescence polarization peptide displacement; higher % means a stronger effect. displacement, % at 20 µM, or IC50 in µM where a hit was titrated. 200,000 compounds, 0.007% hits; in the data active = displacement above about 50%; note: a part of the inactive calls stands beside numbers as strong as those of hits
Dynein transport: blocks dynein driven cargo transport along microtubules. z-score, hits read low. 220,000 compounds, 0.47% hits. 3617.4 mouse cells, GR-EGFP nuclear translocation imaging; test concentration mostly 20 µM; stimulated with dexamethasone, 1 µM; active compounds read low;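 active = plate z-score of nuclear minus cytoplasmic receptor signal below a set negative limit, without overly bright fluorescence or cell loss, cut at about -3.5 in these data, passing the limit was not always enough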;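 note: z-score of nuclear minus cytoplasmic ring GR-EGFP intensity difference per well; some compounds called inactive have numbers as strong as hits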
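Buffer or medium: tet-free medium with charcoal-stripped serum / Also added: dexamethasone agonist, 1.0 µM final, for 30 min / Timing: induction 48 h, compound 1 h, agonist 30 min / Measured by: high-content fluorescence imaging after fixation / Read-out: nuclear-to-cytoplasmic GR-EGFP distribution per well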
Ins promoter up: MIN6 insulin promoter up-regulation. MIN6 insulin promoter-GFP reporter, high-content imaging; active compounds read high. z-score at 5 µM. 190,000 compounds, 0.3% hits. AID 1625;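 active = z-score above 3 at 5 µM with at least 500 cells counted in the well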
WT yeast gro inh: growth inhibition of WT yeast, mitochondrial fusion screen; AID 1362; inhibition, % at 10 µM; mitochondrial fusion phenotypic screen, WT strain; 190,000 compounds, 2.1% hits; in the data active = inhibition above about 58%; tested in S. cerevisiae
CSM14.1 death rescue: protection against thapsigargin-triggered cell killing – 384-well, CSM14.1, ATP luminescence, primary screen (AID 1222); CSM14.1 thapsigargin-induced death rescue, ATP luminescence; higher % means a stronger effect; one-dose cellular ATP content (survival), % at 20 µM; EC50 in µM for titrated hits; 190,000 tested, under 10 active;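 active = EC50 below 50 µM in the dose-response confirmation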;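 note: death triggered by thapsigargin at about 15 µM added after 2 h compound pretreatment; cell ATP read after overnight thapsigargin exposure of roughly 18 to 22 hours; normalized against plate controls of thapsigargin alone and 5% DMSO vehicle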
bCat nuc transl: modulators of beta-catenin nuclear translocation; 190,000 compounds, 0.3% hits; HeLa beta-catenin nuclear translocation, immunofluorescence imaging; AID 1665; nuclear translocation activity, % at 5 µM;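 active = nuclear translocation activity above 50% at 5 µM, with a well cell count of 50 or more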;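 note: per-cell ratio of nuclear to cytoplasmic median beta-catenin stain intensity; plate controls were DMSO negative control for no effect and GSK-3 inhibitor IX positive control for full effect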
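Technique: fluorescence imaging of beta-catenin antibody stain plus DAPI / Material: human HeLa cell line / Incubation: compound treatment 24 h, 37°C, 5% CO2 / Read-out basis: % activation of per-cell nuclear versus cytoplasmic median beta-catenin signal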
WT yeast gro inh mutant strain: recorded beside WT yeast gro inh, whose call it bears; inhibition, %; mitochondrial fusion phenotypic screen, mutant strain inhibition
Dynein transport cytoplasmic EGFP: further read-out of Dynein transport, marked with its call; z-score; measured here: cytoplasmic GR-EGFP intensity; active compounds read high
Dynein transport nuclear GR-EGFP: second read-out of Dynein transport, no call of its own (marks repeat the call); z-score; measured here: nuclear GR-EGFP intensity;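 lower value marks the stronger effect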
Dynein transport cell count: second read-out of Dynein transport, no call of its own (marks repeat the call); z-score; measured here: cell count per field
Ins promoter up cell count: further read-out of Ins promoter up, marked with its call; cell count; measured here: cytotoxicity, nuclei count;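 total cells summed across four imaged fields per well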
Hep lipid drop cells 6.5 µM: also measured in Hep lipid drop; calls as there; cell count; measured here: cell count, cytotoxicity flag;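 cells counted across two imaged fields per well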
bCat nuc transl cell count 5 µM: second read-out of bCat nuc transl, no call of its own (marks repeat the call); cell count; measured here: cell count, cytotoxicity flag
MT stabilize HCS Hoechst-high %: also measured in MT stabilize HCS; calls as there; % Hoechst-high responders; measured here: nuclear condensation Hoechst responders;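 share of cells brighter than vehicle mean plus two SD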
MT stabilize HCS cytotoxicity %: also measured in MT stabilize HCS; calls as there; toxicity, %; measured here: cytotoxicity by cell density;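 0% = mean cell density of plate MIN control wells and 100% = no cells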
Autophagy mod cell loss 18 h: recorded beside Autophagy mod, whose call it bears; toxicity, %; measured here: cell loss, nuclei count;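 cell loss after 18 h compound exposure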
Numbers without * were called inactive; & = joins results of further samples. Only part of the results is shown. The share of hits here may be higher or lower than overall.

CN=C(N)NC(=O)Nc1c(C)cccc1C was read as Hep lipid drop 6, Dynein transport 0.3, Ins promoter up -0.78, bCat nuc transl -0.1, Dynein transport cytoplasmic EGFP -0.23, Dynein transport nuclear GR-EGFP -0.26, Dynein transport cell count 0.85, Ins promoter up cell count 1075, Hep lipid drop cells 6.5 µM 757 and bCat nuc transl cell count 5 µM 1299.
For CCCCOC(=O)c1ccc(N)cc1 the results were MT stabilize HCS 3.5, Autophagy mod inactive, Hep lipid drop 8, XIAP displacement -5.8%, Dynein transport 0.089, WT yeast gro inh 2, CSM14.1 death rescue 4.6%, bCat nuc transl -0.5, WT yeast gro inh mutant strain -17, Dynein transport cytoplasmic EGFP -0.21, Dynein transport nuclear GR-EGFP 0.24, Dynein transport cell count 0.26, Hep lipid drop cells 6.5 µM 647, bCat nuc transl cell count 5 µM 553, MT stabilize HCS Hoechst-high % 1.9, MT stabilize HCS cytotoxicity % 4.9 and Autophagy mod cell loss 18 h 12.
C[C@@H]1C[C@H]2[C@@H]3C[C@H](F)C4=CC(=O)C(Cl)=C[C@]4(C)[C@@]3(F)[C@@H](O)C[C@]2(C)[C@@]1(O)C(=O)CO was read as Hep lipid drop 6, XIAP displacement -3.8%, Ins promoter up -1.6, WT yeast gro inh -4, CSM14.1 death rescue -1.7%, bCat nuc transl -7.5, WT yeast gro inh mutant strain 5, Ins promoter up cell count 925, Hep lipid drop cells 6.5 µM 705 and bCat nuc transl cell count 5 µM 1006.
For CCCN(CCC)C(=O)C(CCC(=O)O)NC(=O)c1ccccc1 (stereo not given) the results were MT stabilize HCS 3.6, Autophagy mod inactive, Hep lipid drop -5, XIAP displacement -4.6%, Dynein transport 0.22, WT yeast gro inh -6, CSM14.1 death rescue -1.3%, WT yeast gro inh mutant strain 4, Dynein transport cytoplasmic EGFP -0.081, Dynein transport nuclear GR-EGFP 0.58, Dynein transport cell count 0.61, Hep lipid drop cells 6.5 µM 721, MT stabilize HCS Hoechst-high % 3.1, MT stabilize HCS cytotoxicity % 6.8 and Autophagy mod cell loss 18 h 19.
For COc1ccc(Sc2ccc(NC(=O)c3ccccc3Cl)cc2C#N)cc1 the results were MT stabilize HCS 20, Autophagy mod inactive, XIAP displacement -3.5%, Dynein transport -0.81, Ins promoter up -1.1, WT yeast gro inh 15, CSM14.1 death rescue 0.4%, bCat nuc transl -0.9, WT yeast gro inh mutant strain 1, Dynein transport cytoplasmic EGFP -0.25, Dynein transport nuclear GR-EGFP -0.27, Dynein transport cell count 0.13, Ins promoter up cell count 1583, bCat nuc transl cell count 5 µM 1415, MT stabilize HCS Hoechst-high % 4.4, MT stabilize HCS cytotoxicity % 34 and Autophagy mod cell loss 18 h 3.
For OCC(O)CN1CCN(c2ccccc2)CC1 (stereo not given) the results were MT stabilize HCS 2.3, Autophagy mod inactive, Hep lipid drop -5, XIAP displacement -0.4%, Dynein transport 0.75, WT yeast gro inh 8, CSM14.1 death rescue -0.9%, WT yeast gro inh mutant strain -6, Dynein transport cytoplasmic EGFP -0.28, Dynein transport nuclear GR-EGFP 0.78, Dynein transport cell count 0.17, Hep lipid drop cells 6.5 µM 741, MT stabilize HCS Hoechst-high % 2.4, MT stabilize HCS cytotoxicity % 8.2 and Autophagy mod cell loss 18 h 7.
Screening C#C[C@]1(O)CC[C@H]2[C@@H]3CCC4=CC(=O)CC[C@@H]4[C@H]3CC[C@@]21CC returned Hep lipid drop 0, XIAP displacement -3.8%, Ins promoter up 0.48, WT yeast gro inh -3&2, CSM14.1 death rescue -0.2%, bCat nuc transl -1.6, WT yeast gro inh mutant strain 7&8, Ins promoter up cell count 1487, Hep lipid drop cells 6.5 µM 690 and bCat nuc transl cell count 5 µM 961.
Screening CCOc1ccc(NC(=S)N2CCC(C(O)(c3ccccc3)c3ccccc3)CC2)cc1 returned MT stabilize HCS 1.9, Autophagy mod inactive, Hep lipid drop 6, XIAP displacement -2.5%, Dynein transport -0.17, Ins promoter up -0.12, WT yeast gro inh -1, CSM14.1 death rescue -1.5%, bCat nuc transl 0.7, WT yeast gro inh mutant strain -3, Dynein transport cytoplasmic EGFP -0.34, Dynein transport nuclear GR-EGFP -0.42, Dynein transport cell count 0.48, Ins promoter up cell count 1139, Hep lipid drop cells 6.5 µM 696, bCat nuc transl cell count 5 µM 852, MT stabilize HCS Hoechst-high % 3.1, MT stabilize HCS cytotoxicity % 10 and Autophagy mod cell loss 18 h 6.
COc1cc(C(=O)NCCCCCC(=O)O)cc(OC)c1OC was read as MT stabilize HCS 1.3, Autophagy mod inactive, XIAP displacement -2.4%, Dynein transport -0.95, Ins promoter up 1.5, WT yeast gro inh 15, CSM14.1 death rescue 1.2%, bCat nuc transl -1.3, WT yeast gro inh mutant strain 11, Dynein transport cytoplasmic EGFP -0.18, Dynein transport nuclear GR-EGFP -0.41, Dynein transport cell count 0.27, Ins promoter up cell count 806, bCat nuc transl cell count 5 µM 1148, MT stabilize HCS Hoechst-high % 2.0, MT stabilize HCS cytotoxicity % 5.9 and Autophagy mod cell loss 18 h -13.
`C[C@H]1c2cccc(O)c2C(O)=C2C(=O)[C@]3(O)C(O)=C(C(N)=O)C(=O)[C@@H](N(C)C)[C@@H]3[C@@H](O)[C@@H]21` gave Hep lipid drop 40, Dynein transport -0.64, Ins promoter up -0.44, bCat nuc transl 0.2, Dynein transport cytoplasmic EGFP -0.82, Dynein transport nuclear GR-EGFP -0.034, Dynein transport cell count -0.12, Ins promoter up cell count 894, Hep lipid drop cells 6.5 µM 686 and bCat nuc transl cell count 5 µM 1275.
Cc1cc(O)c2c(c1)C(=O)c1cccc(O)c1C2=O was read as MT stabilize HCS 3.4, Autophagy mod inactive, Hep lipid drop -2, XIAP displacement -5.0%, Dynein transport -0.76, Ins promoter up 1.4, WT yeast gro inh 26, CSM14.1 death rescue -3.6%, WT yeast gro inh mutant strain 0, Dynein transport cytoplasmic EGFP 0.023, Dynein transport nuclear GR-EGFP 0.21, Dynein transport cell count 0.38, Ins promoter up cell count 1203, Hep lipid drop cells 6.5 µM 715, MT stabilize HCS Hoechst-high % 1.9, MT stabilize HCS cytotoxicity % 3.7 and Autophagy mod cell loss 18 h 25.
Screening Cc1oncc1C(=O)Nc1ccc(C(F)(F)F)cc1 returned MT stabilize HCS 1.8, Autophagy mod inactive, Hep lipid drop 14, XIAP displacement -1.0%, Dynein transport -0.23, WT yeast gro inh 8, CSM14.1 death rescue -4.0%, bCat nuc transl -2.6, WT yeast gro inh mutant strain -34, Dynein transport cytoplasmic EGFP -0.27, Dynein transport nuclear GR-EGFP 0.067, Dynein transport cell count 0.69, Hep lipid drop cells 6.5 µM 705, bCat nuc transl cell count 5 µM 569, MT stabilize HCS Hoechst-high % 3.0, MT stabilize HCS cytotoxicity % 7.8 and Autophagy mod cell loss 18 h -36.
Oc1cc2c(cc1O)C1c3ccc(O)c(O)c3OCC1(O)C2 (stereo not given) was read as MT stabilize HCS 2.2, Autophagy mod inactive, Hep lipid drop 6, XIAP displacement -2.7%, Dynein transport -1.1, Ins promoter up -0.09, WT yeast gro inh 32, CSM14.1 death rescue -2.3%, bCat nuc transl -3.3, WT yeast gro inh mutant strain 32, Dynein transport cytoplasmic EGFP -0.24, Dynein transport nuclear GR-EGFP -0.5, Dynein transport cell count 0.67, Ins promoter up cell count 1368, Hep lipid drop cells 6.5 µM 741, bCat nuc transl cell count 5 µM 1082, MT stabilize HCS Hoechst-high % 0.8, MT stabilize HCS cytotoxicity % 9.0 and Autophagy mod cell loss 18 h 4.
Screening COc1cc(C)nc(-n2nc(C)cc2OC)n1 returned MT stabilize HCS 2.0, Autophagy mod inactive, Hep lipid drop 12, XIAP displacement -3.1%, Dynein transport -0.79, WT yeast gro inh 0, CSM14.1 death rescue -2.0%, bCat nuc transl -0.9, WT yeast gro inh mutant strain -8, Dynein transport cytoplasmic EGFP -0.29, Dynein transport nuclear GR-EGFP -0.23, Dynein transport cell count 1.1, Hep lipid drop cells 6.5 µM 741, bCat nuc transl cell count 5 µM 619, MT stabilize HCS Hoechst-high % 2.5, MT stabilize HCS cytotoxicity % 0.4 and Autophagy mod cell loss 18 h 22.
`CCOC(=O)Nc1ccc2c(c1)N(C(=O)CCN1CCOCC1)c1ccccc1S2` gave MT stabilize HCS 2.2, Autophagy mod inactive, Hep lipid drop 0&-8, XIAP displacement -2.9%, Dynein transport -1.1, Ins promoter up -0.21, WT yeast gro inh 26, WT yeast gro inh mutant strain 22, Dynein transport cytoplasmic EGFP -0.26, Dynein transport nuclear GR-EGFP -0.37, Dynein transport cell count 1.1, Ins promoter up cell count 1111, Hep lipid drop cells 6.5 µM 658&782, MT stabilize HCS Hoechst-high % 1.1, MT stabilize HCS cytotoxicity % 13 and Autophagy mod cell loss 18 h -2.
`COc1cc(NC(=O)c2cc(C3CC3)on2)c(OC)cc1Cl` gave MT stabilize HCS 2.2, Autophagy mod inactive, XIAP displacement -4.2%, Dynein transport -0.53, Ins promoter up 0.65, WT yeast gro inh -12, CSM14.1 death rescue -1.7%, WT yeast gro inh mutant strain -1, Dynein transport cytoplasmic EGFP -0.25, Dynein transport nuclear GR-EGFP -0.23, Dynein transport cell count 0.88, Ins promoter up cell count 886, MT stabilize HCS Hoechst-high % 4.5, MT stabilize HCS cytotoxicity % 5.7 and Autophagy mod cell loss 18 h -10.
